# Screens: PubChem, Broad Institute
# INS-1E GSIS act – primary screen for activators of insulin secretion dependent on glucose, INS-1E cells, GLuc reporter luminescence; INS-1E GLuc reporter insulin secretion, 2-3 h; 370,000 compounds, 0.61% hits; activation, % at 16.6 µM;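 active means lowest replicate activation of at least 40%, so every replicate reaches that level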;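 further: 0% = median of neutral control wells and 100% = median of IBMX positive control wells; some compounds called inactive have numbers as strong as hits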
# RAD54 branch – blocks human RAD54 Holliday junction branch migration | 360,000 compounds, 0.14% hits | AID 602329 | Q92698 | inhibition, % at 10.4 µM | FAM/BHQ fluorescence;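 active means mean normalized replicate activity at least 40 and at least half of replicates scoring 40 or more; inconclusive means only one of the two criteria met; inactive means mean below 40 and under half of replicates reaching 40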;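 further: 0% = median of neutral control wells and 100% = median of positive control wells; inhibitors cause a drop in the FAM fluorescence signal; in these data hits start at about 50%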
# Target sequence (Q92698 whole entry, looked up): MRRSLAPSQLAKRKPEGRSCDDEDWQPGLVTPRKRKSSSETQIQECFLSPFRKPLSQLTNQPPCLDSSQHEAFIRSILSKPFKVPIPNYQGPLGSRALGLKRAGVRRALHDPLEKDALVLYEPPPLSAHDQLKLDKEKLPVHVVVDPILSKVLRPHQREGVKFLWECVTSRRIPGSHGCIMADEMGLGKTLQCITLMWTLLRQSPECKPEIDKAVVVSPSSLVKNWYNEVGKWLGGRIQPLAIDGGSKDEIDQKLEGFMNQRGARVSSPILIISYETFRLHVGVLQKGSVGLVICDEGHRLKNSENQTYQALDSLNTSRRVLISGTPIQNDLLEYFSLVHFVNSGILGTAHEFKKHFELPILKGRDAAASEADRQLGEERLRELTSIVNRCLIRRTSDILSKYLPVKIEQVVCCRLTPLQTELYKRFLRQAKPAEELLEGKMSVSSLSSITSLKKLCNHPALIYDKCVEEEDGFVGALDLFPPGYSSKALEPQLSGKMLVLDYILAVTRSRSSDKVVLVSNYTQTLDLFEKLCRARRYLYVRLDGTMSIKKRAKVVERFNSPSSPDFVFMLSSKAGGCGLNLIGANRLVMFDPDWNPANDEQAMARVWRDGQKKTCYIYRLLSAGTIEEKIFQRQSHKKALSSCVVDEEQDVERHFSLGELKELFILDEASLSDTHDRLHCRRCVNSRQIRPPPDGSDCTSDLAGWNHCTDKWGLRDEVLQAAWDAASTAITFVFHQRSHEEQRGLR
# RAD52 inh – blocks human RAD52 DNA annealing; inhibition, % at 18.7 µM; 360,000 compounds, 0.46% hits; recombinant RAD52 DNA annealing, FRET fluorescence; P43351; AID 651710;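 active means every replicate showing at least 50% inhibition; inconclusive means mean inhibition at least 50% but not in every replicate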
# Casp6 inh – caspase-6 (human) enzyme inhibition; inhibition, % at 12.5 µM; AID 686996; 350,000 compounds, 0.53% hits; purified caspase-6, Z-VEID-R110 cleavage fluorescence;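 active means mean inhibition across replicates at least about 35%, with every replicate also reaching that limit, limit read from the data; inconclusive means only one of the two criteria met; inactive means neither criterion met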;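 further: 0% = median of neutral control wells and 100% = no fluorescence left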
# Target sequence (P55212 24-179 limits assumed): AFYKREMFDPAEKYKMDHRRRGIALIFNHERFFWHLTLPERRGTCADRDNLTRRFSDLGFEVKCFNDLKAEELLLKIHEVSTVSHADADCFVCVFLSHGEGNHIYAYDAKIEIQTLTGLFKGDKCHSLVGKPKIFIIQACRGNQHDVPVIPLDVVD
# Target sequence (P55212 194-293 limits assumed): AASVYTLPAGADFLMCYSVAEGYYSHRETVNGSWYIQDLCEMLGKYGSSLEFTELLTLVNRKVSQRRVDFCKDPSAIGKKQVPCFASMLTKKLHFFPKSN
# XiGFP reactiv – X-chromosome reactivation activator; XiGFP mouse fibroblasts, % GFP-positive cells imaging, 3 d; cells co-treated with 5-aza-dC sensitizer; scaled so ellipticine positive control = 100%; activation, % at 7.58 µM; 360,000 compounds, 0.055% hits;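 active means mean normalized replicate activation at least 10% and every replicate at or above 10%; inconclusive means only one of the two criteria met; inactive means mean below 10% and not all replicates reach 10%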;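 further: 0% = median of on-plate neutral control wells and 100% = ellipticine 6 µM median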
#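 System: XiGFP fibroblasts, SV40-immortalized. Medium: DMEM plus 5-aza-dC sensitizer. Doses: single point. Timing: 3 d treatment, 15 min room-temperature fixation. Control set: ellipticine 6 µM.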
# E-sel inducer – E-selectin induction on HUVECs; AID 686992; 260,000 compounds, 0.37% hits; HUVEC E-selectin immunofluorescence imaging; normalized: neutral wells 0, TNF-alpha wells 100; activation, % at 7.58 µM; P16581;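 active means mean E-selectin-positive cell signal at least 10% of the positive control, reached in at least 60% of replicates, without over 20% cell loss; inconclusive means no rule given, readout overlaps actives, possibly toxicity-flagged; inactive means the rest, including those meeting only one limit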;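 further: in these data hits start at about 27%; measured in HUVEC primary endothelial cells; signal is the percent of cells scored E-selectin positive by PE staining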
#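 System: HUVEC / Compound: single concentration / Signal: immunofluorescence imaging / Read-out: percent E-selectin-positive cells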
# DENV2 CPE rescue – DENV2-induced cell death inhibition. DENV2-infected cells, cytopathic effect rescue, plate reader. 350,000 compounds, 1.7% hits. CPE inhibition, % at 9.99 µM. AID 651640; in the data active means CPE inhibition above about 20%, passing the limit was not always enough; inconclusive means no clear call, values can overlap the other calls; tested in BHK-21 cells;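 further: 0% = median of neutral control wells and 100% = median of positive control wells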
# CFTR F508del cor – correctors of CFTR F508del function in bronchial epithelial cells. CFBE cells, YFP halide quenching; stimulated with forskolin plus potentiator P3; % fluorescence drop versus neutral controls. activity (quench increase), % at 7.58 µM. 350,000 compounds, 0.36% hits;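 active means mean added fluorescence quench of at least 8% versus neutral control, with both replicates also reaching 8%; inconclusive means only one of the mean or replicate conditions met; inactive means mean below 8% and not both replicates reaching 8%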;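 further: cells transiently co-express mutant CFTR-F508del with the halide-sensitive YFP; corrector assay measuring rescue of mutant channel to the surface after 24 h compound exposure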
# Numbers without * were called inactive; ? = inconclusive; nt = not tested or not shown; & = joins results of further samples.
molecule | INS-1E GSIS act | RAD54 branch | RAD52 inh | Casp6 inh | XiGFP reactiv | E-sel inducer | DENV2 CPE rescue | CFTR F508del cor
Cc1ccc(S(=O)(=O)N2C[C@]3(O)C[C@@H]4C(=O)N(c5ccccc5)C(=O)[C@@H]4C[C@]3(OC(=O)NCc3ccccc3)C2)cc1 | 1 | -15 | -4 | -5 | -0.1 | -0.2 | ? | 0.5
C[C@@H]1CC[C@H](Cc2ccc(-n3cccc3)cc2)N1C(=O)OC(C)(C)C | 128 | -27 | -12 | -1 | 0.0 | 3.0 | 1 | -2.8
COc1cccc(C(=O)Nc2ccc3c(c2)C(=O)N(C)[C@@H]2CC[C@@H](CC(=O)NCc4ccccc4F)O[C@@H]2CO3)c1 | -17 | -2 | 3 | 1 | 0.2 | 0.0 | -5 | -1.4
CC(SCc1ccccc1)C(=O)Nc1ccccc1Br (configuration not stated) | -5 | -20 | -6 | 0 | 0.0 | 0.2 | 5 | 0.7
COC(=O)[C@@]12CCCCN1[C@H](c1ccc(-c3ccc(Cl)c(Cl)c3)cc1)[C@H]1C(=O)N(C)C(=O)[C@H]12 | -9 | 3 | -384 | -1 | 0.0 | -0.1 | -9 | 2.7
CCOc1c2ccc(C(=O)NCc3ccc4c(c3)OCO4)cc2nn1CC | 19 | 4 | -29 | 1 | -0.3 | 0.0 | 32* | -1.4
COC(=O)c1cc(C)sc1NC(=O)CC1Nc2ccccc2NC1=O (configuration not stated) | 2 | 0 | -29 | -2 | 0.0 | 0.0 | -3 | nt
Cc1cccc(N2CCN(C(=O)c3ccc4nc[nH]c4c3)CC2)c1C | -19 | 3 | -11 | 4 | 0.0 | 1.3 | -3 | 0.2
COC(C(=O)NCc1ccc(C)cc1)c1ccccc1 (configuration not stated) | -7 | nt | -11 | -2 | ? | 0.9 | 8 | -1.1
CC(=O)NC(=S)Nc1ccc(N2CCOCC2)c(S(=O)(=O)Nc2cc(Cl)ccc2Cl)c1 | -8 | nt | -27 | -2 | 0.4 | 0.1 | 8 | -0.8
CCCNC(=S)N1CCN(c2nc(-c3cccc(OC)c3)cs2)CC1 | 5 | 11 | -36 | -11 | 0.0 | -0.1 | -6 | -0.6
CCN(CC(=O)NC(C)(C)C)C(=O)c1ccc(Br)cc1 | nt | -2 | 1 | 2 | 0.2 | -3.5 | 4 | 0.0
CNC[C@H]1Oc2c(NS(=O)(=O)c3ccc(OC)cc3)cccc2C(=O)N([C@H](C)CO)C[C@H]1C | -12&4 | 3&-4 | 0&-48 | -1&-3 | -1.3&-0.1 | -0.1 | -7&-8 | 0.0&0.5
COc1cc(OC)cc(-c2c(C#Cc3ccsc3)c3cc(-c4ccc5[nH]ccc5c4)ccc3n2C)c1 | -2 | 5 | -10 | -3 | 0.2 | 0.4 | -5 | 1.4
Cc1nc2sc3c(c2c(=O)n1NC(=O)CCl)CCCC3 | 5 | 1 | -3 | -9 | 0.2 | nt | -2 | 0.3
Cc1c(NC(=O)c2ccc(NS(=O)(=O)c3ccccc3)cc2)c(=O)n(-c2ccccc2)n1C | 9 | 1 | -12 | 1 | 0.0 | -0.8 | -7 | 0.9
C[C@H](CO)N1C[C@H](C)[C@@H](CN(C)Cc2cncnc2)Oc2cc(-c3cccnc3)ccc2S1(=O)=O | 2 | 0 | 6 | -3 | -1.1 | 0.0 | 1 | -2.0
O=C(N[C@@H]1CC[C@H](CCNC(=O)C2CCCC2)O[C@@H]1CO)c1ccccn1 | 5 | 13 | -4 | 1 | 0.1 | -0.2 | -9 | 0.7
CCCCCCSc1cccc(-c2nc3ccccn3c2NCc2ccccc2)c1 | -23&-43 | -10 | -16&-9 | -1&1 | 0.0&0.2 | 0.1&0.0 | -9&-6 | 0.9&-2.2
CCCn1c(N)c(C(=O)COc2ccc(Br)cc2F)c(=O)n(C)c1=O | 0 | 12 | -10 | 0 | 0.0 | nt | -13 | 1.4
CC1CCCCC1NC(=O)c1cccc(N2C(=O)C3C4C=CC(C4)C3C2=O)c1 (configuration not stated) | -6 | 11 | -4 | 0 | 0.1 | nt | -1 | -0.5
COc1ccc(C(=O)NNC(=O)C2CC=CCC2)cc1 (configuration not stated) | -5 | 0 | -17 | -1 | 0.2 | nt | -6 | 1.6
Cn1nc(C(C)(C)C)cc1C(=O)N1CCCCC1c1cc(C(=O)Nc2ccc3c(c2)OCO3)no1 (configuration not stated) | nt | -16 | -5 | 0 | 0.0 | nt | -4 | -3.1
C[C@@H]1CCCCO[C@H](CN(C)Cc2ccc(C(=O)O)cc2)[C@H](C)CN([C@@H](C)CO)C(=O)c2cc(NC(=O)Nc3ccccc3)ccc2O1 | -3 | 2 | 11 | -2 | 0.0 | nt | 2 | -0.1
COc1ccc(-c2csc(NC(=O)CCNC(=O)c3ccco3)n2)cc1 | -4 | -8 | 4 | 0 | 0.1 | 1.5 | -4 | 2.3

# Copied from the list.
# Cc1ccc(S(=O)(=O)N2C[C@]3(O)C[C@@H]4C(=O)N(c5ccccc5)C(=O)[C@@H]4C[C@]3(OC(=O)NCc3ccccc3)C2)cc1 in XiGFP reactiv: -0.1
# Cn1nc(C(C)(C)C)cc1C(=O)N1CCCCC1c1cc(C(=O)Nc2ccc3c(c2)OCO3)no1 (configuration not stated) in RAD52 inh: -5
# C[C@@H]1CCCCO[C@H](CN(C)Cc2ccc(C(=O)O)cc2)[C@H](C)CN([C@@H](C)CO)C(=O)c2cc(NC(=O)Nc3ccccc3)ccc2O1 in RAD54 branch: 2
# COc1cc(OC)cc(-c2c(C#Cc3ccsc3)c3cc(-c4ccc5[nH]ccc5c4)ccc3n2C)c1 in XiGFP reactiv: 0.2
# CCCCCCSc1cccc(-c2nc3ccccn3c2NCc2ccccc2)c1 in INS-1E GSIS act: -23&-43

# (cont.)
molecule | INS-1E GSIS act | RAD54 branch | RAD52 inh | Casp6 inh | XiGFP reactiv | E-sel inducer | DENV2 CPE rescue | CFTR F508del cor
C=Cn1ccnc1CC(O)c1ccc(OC)cc1 (configuration not stated) | nt | -2 | -13 | -3 | 0.1 | nt | -1 | 1.9
Cc1c(N=NC2=C(O)CC(C)(C)CC2=O)c(=O)n(-c2ccccc2)n1C | -2 | nt | -18 | 1 | 0.3 | -0.1 | 5 | 3.3
Clc1ccc(C2=CSC3=NCCN23)c(Cl)c1 | 8 | nt | -18 | -4 | -0.1 | nt | 9 | -0.5
CCN(C[C@H]1N[C@@H](CO)[C@H]1c1ccccc1)C(=O)c1ccccc1 | 3 | 0 | -6 | -1 | 0.0 | -0.3 | 7 | 0.3
CCn1cc(S(=O)(=O)Nc2ccc(Cl)cc2F)cn1 | -6 | -3 | -6 | -1 | 0.2 | -0.3 | 2 | 0.6
COc1cccc(/C=N/NC(=S)Nc2cccc(S(=O)(=O)N(C)C)c2)c1 | -15 | 1 | -35 | 1 | -0.1 | nt | 1 | -3.7
Cc1ccc(SCCNC(=O)/C=C/c2ccccc2Cl)cc1 | -9 | -5 | 10 | -1 | nt | nt | 3 | -1.0
N#C[C@H]1[C@@H](c2ccccc2C2=CCCCC2)[C@H](CO)N1S(=O)(=O)c1ccccc1 | -13 | nt | -8 | -2 | 0.1 | 0.0 | -8 | 2.3
O=C(COc1ccc([N+](=O)[O-])cc1)NCc1cccnc1 | -7 | nt | 8 | 0 | -0.1 | nt | nt | nt
C=C1CC(COc2ccc3c(C)c(Cl)c(=O)oc3c2)(c2ccccc2)OC1=O (configuration not stated) | 4 | nt | -14 | 0 | -0.1 | 2.9 | 1 | -13
O=C(NCCN1CCOCC1)c1ccc2c(c1)N(Cc1cccc(Cl)c1)C(=O)c1ccccc1S2(=O)=O | -21 | 4 | -15 | -4 | 0.0 | 0.1 | 14 | -2.2
CNC(=O)c1ccc(CN(C)C(=O)c2cccc(S(=O)(=O)N3CCc4ccccc4C3)c2)cc1 | -3 | -3 | -73 | 2 | -0.1 | -0.2 | 15 | 0.0
CCOc1ccc(NC(=O)CSc2cn[nH]n2)cc1 | -8 | -2 | -6 | -4 | 0.4 | nt | -9 | -1.3
CCCOc1ccc(C(=O)N2CCN(c3ccc(NC(=O)CC)cc3Cl)CC2)cc1 | -10 | 1 | -7 | 3 | nt | nt | nt | nt
COc1ccc(N2CCN(C(=O)CCC(=O)c3cc(C)sc3C)CC2)cc1 | -12 | nt | -34 | -9 | 0.4 | 2.8 | 16 | 1.3
C[C@@H]1CN([C@H](C)CO)C(=O)c2cc(NC(=O)NC3CCCCC3)ccc2O[C@@H](C)CCCCO[C@H]1CN(C)S(C)(=O)=O | -11 | -6 | 6 | -1 | 0.2 | 0.2 | 3 | -3.1
Cc1nc2sccc2c(=O)n1N | nt | nt | 0 | 1 | 0.0 | nt | 3 | -0.3
NC(=O)c1ccsc1NC(=O)c1ccc(S(=O)(=O)N2CCCc3ccccc32)cc1 | 2 | -5 | -135 | 1 | 0.0 | -0.4 | 1 | -1.8
COc1ccccc1C#Cc1ccc2c(c1)[C@H]1[C@H](CCN1S(=O)(=O)c1ccc(C)cc1)[C@@H](CO)N2 | 5 | nt | 1 | -1 | 0.3 | -0.5 | -1 | -1.8
Nc1nc2c(ncn2[C@@H]2O[C@H](CNS(=O)(=O)N3CCc4ccccc4C3)[C@@H](O)[C@H]2O)c(=O)[nH]1 | 0 | -2 | -4 | 3 | -0.1 | -0.1 | -8 | -0.8
C[C@H](CO)N1C[C@H](C)[C@H](CN(C)Cc2ccc(-c3ccccc3)cc2)Oc2ccc(NS(C)(=O)=O)cc2C1=O | -5 | -15 | 11 | -3 | -0.7 | 0.3 | -1 | 0.8
CC(C)NC(=O)Nc1ccc2c(c1)C(=O)N([C@H](C)CO)C[C@H](C)[C@@H](CN(C)C(=O)CCC(F)(F)F)OCCCC[C@@H](C)O2 | 39 | 3 | 1 | -4 | 0.2 | -0.2 | -1 | -1.3
COc1ccc(S(=O)(=O)N(C)C[C@@H]2Oc3ncc(-c4ccc(F)cc4)cc3C(=O)N([C@H](C)CO)C[C@@H]2C)cc1 | 2 | 4 | -7 | 1 | -0.2 | -1.8 | 6 | 1.7

# Pulled by compound from above:
molecule | INS-1E GSIS act | RAD54 branch | RAD52 inh | Casp6 inh | XiGFP reactiv | E-sel inducer | DENV2 CPE rescue | CFTR F508del cor
N#C[C@H]1[C@@H](c2ccccc2C2=CCCCC2)[C@H](CO)N1S(=O)(=O)c1ccccc1 | -13 | nt | -8 | -2 | 0.1 | 0.0 | -8 | 2.3
COc1ccc(S(=O)(=O)N(C)C[C@@H]2Oc3ncc(-c4ccc(F)cc4)cc3C(=O)N([C@H](C)CO)C[C@@H]2C)cc1 | 2 | 4 | -7 | 1 | -0.2 | -1.8 | 6 | 1.7
Cc1c(N=NC2=C(O)CC(C)(C)CC2=O)c(=O)n(-c2ccccc2)n1C | -2 | nt | -18 | 1 | 0.3 | -0.1 | 5 | 3.3

# Rows were taken by chance; overall some 3.7% were active at least once.
